PLK1 PBD block: PLK1 (human) polo-box domain binding inhibition. Potency, µM, for the others: max response, negative = inhibition, actives largely listed as inhibitors. Plk1 PBD binding of FITC phosphopeptide, fluorescence polarization. 360,000 compounds, 2.8% hits. AID 720504; note: potency is the fitted concentration of half-maximal effect; series mostly up to about 57 µM; % is set by controls: 0 for no effect and ±100 for the full control effect; nearly all actives have a fitted effect of over 65% in size
EPAC1 antag: antagonists of human EPAC1; EPAC1 GEF assay, Rap1b-BODIPY-GDP exchange fluorescence; Potency, µM (series often up to 115 µM), inactives show at the highest dose activity change, negative = inhibition, usual class: inhibitors; 360,000 compounds, 0.14% hits; AID 720709;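 note: potency is the fitted concentration of half-maximal effect; plate controls were vehicle for no effect and positive control for full effect; nearly all actives have a fitted effect of over 50% in size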
Target sequence (O95398 whole entry, looked up): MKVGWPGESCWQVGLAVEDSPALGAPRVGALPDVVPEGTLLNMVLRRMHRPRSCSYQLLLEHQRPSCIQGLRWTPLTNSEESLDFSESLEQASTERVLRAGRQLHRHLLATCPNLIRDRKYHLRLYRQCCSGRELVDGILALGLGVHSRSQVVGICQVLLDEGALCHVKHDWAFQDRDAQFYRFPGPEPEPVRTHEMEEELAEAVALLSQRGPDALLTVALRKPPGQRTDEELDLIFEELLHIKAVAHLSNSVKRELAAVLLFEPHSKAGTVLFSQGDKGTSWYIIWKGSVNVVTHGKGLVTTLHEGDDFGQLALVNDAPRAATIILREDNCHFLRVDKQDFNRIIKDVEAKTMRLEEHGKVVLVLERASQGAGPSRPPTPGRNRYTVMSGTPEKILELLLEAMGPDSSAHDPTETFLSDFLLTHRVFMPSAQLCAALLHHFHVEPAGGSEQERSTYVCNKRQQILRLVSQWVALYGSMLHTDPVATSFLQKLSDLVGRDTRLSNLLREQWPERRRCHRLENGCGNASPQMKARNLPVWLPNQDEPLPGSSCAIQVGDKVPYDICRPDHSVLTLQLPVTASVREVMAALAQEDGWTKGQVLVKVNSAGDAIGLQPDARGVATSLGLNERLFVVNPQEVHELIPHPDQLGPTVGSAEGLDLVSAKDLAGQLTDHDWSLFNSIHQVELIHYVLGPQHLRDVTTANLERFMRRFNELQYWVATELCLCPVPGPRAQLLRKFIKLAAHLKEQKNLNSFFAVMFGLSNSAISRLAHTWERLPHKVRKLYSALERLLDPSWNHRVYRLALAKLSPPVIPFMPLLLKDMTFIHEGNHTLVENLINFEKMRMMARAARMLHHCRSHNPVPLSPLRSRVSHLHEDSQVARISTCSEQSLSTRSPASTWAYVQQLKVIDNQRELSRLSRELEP
EPAC1 agonist: EPAC1 (human) agonism. O95398. EPAC1 agonist qHTS, biochemical assay; response scale: 100% = response to 6.5 mM cAMP. Potency, µM (titrated, usually from 154 µM), inactives show top-dose activation, actives largely listed as activators. 360,000 compounds, 0.073% hits. AID 720707; note: potency is the fitted concentration of half-maximal effect; nearly all actives have a fitted effect of over 60% in size
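Compounds were pinned as a concentration titration into mixtures of EPAC1 (100 nM), BODIPY-GDP-loaded Rap1B (250 nM) and GDP (50 uM). After 5 min at room temperature, fluorescence was followed for 30 min; activity was scaled to 6.5 mM cAMP.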
WRN helicase inh: blocks human WRN helicase; Q14191; WRN helicase unwinding, fluorescent forked duplex, kinetic; Potency, µM (highest dose often 114 µM), for the others: at the top dose activity change, negative = inhibition, usual class: inhibitors; 360,000 compounds, 0.46% hits; AID 651768; note: potency is the fitted concentration of half-maximal effect; % is set by controls: 0 for no effect and ±100 for the full control effect; nearly all actives have a fitted effect of over 55% in size
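WRN at 20 nM final was preincubated with compound for 15 min at room temperature; reaction started with 100 nM forked duplex oligonucleotide carrying fluorophore and quencher plus 2 mM ATP (final). Unwinding followed kinetically by red fluorescence (ex 525/em 598 nm).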
aSyn rescue: inhibitors of alpha-synuclein toxicity in yeast; Yeast expressing alpha-synuclein, growth rescue, BacTiter-Glo, 24 h; Potency, µM (top dose mostly 46.1 µM), without a hit: top-dose growth rescue (activation), most hits filed as activators; 370,000 compounds, 0.14% hits; AID 652106; note: potency is the fitted concentration of half-maximal effect; % of control where 0% means no effect; nearly all actives have a fitted effect of over 65% in size
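Readout is rescue of growth in alpha-synuclein-expressing yeast, so inhibitors of toxicity appear as activators. Growth after 24 hr at 30 deg C in galactose medium is quantified by luminescence.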
IL-2 act: IL-2 activation. IL-2 activation reporter assay, cell-based qHTS; stimulated with anti-CD3/CD4/CD28 beads; in transgenic mouse T cells. activation, % (series mostly up to about 46 µM). 360,000 compounds, 0.065% hits. AID 652025; in the data active = activation above about 50%; inconclusive = mostly about 30% to 49%; note: 0% is about no effect
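Using fluorescent plate cytometry, EGFP and DsRed are detected in transgenic mouse T cells stimulated 18 h at 37 degrees C with antibody-coated beads after 60 min compound pretreatment.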
FUS suppressor: rescues growth of FUS-expressing yeast | S. cerevisiae FUS-expressing, growth rescue, OD600, 24 h | Potency, µM (titrated, usually from 76.6 µM), for the others: at the top dose growth rescue (activation), usual class: activators | AID 1347120 | 390,000 compounds, 0.24% hits;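 note: potency is the fitted concentration of half-maximal effect; plate controls were DMSO vehicle for no effect and reference control for full effect; nearly all actives have a fitted effect of over 55% in size; some results filed as inactive show a strong effect at the top dose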
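Yeast expressing FUS under galactose induction, OD 0.005 in 2% galactose medium; compounds in a dilution series, 24 h at 30C. Growth rescue by absorbance at 600 nm; CP55940 positive control, DMSO negative.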
PI5P4K alpha inh: inhibitors of human PI5P4K alpha. max response, %. AID 652105. P48426. 330,000 compounds, 1.2% hits. PI5P4Kalpha enzyme, ADP-Glo luminescence, 60 min; active compounds read low; active = max response of -50% or lower; inconclusive = between -30% and -50%; inactive = -30% or higher; note: value at the top dose of about 77 µM; % is set by controls: 0 for no effect and ±100 for the full control effect
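Quantitative HTS of the MLSMR library against PI5P4Kalpha with substrate. ATP added last at 5 microM final; room temperature, 60 minutes. Remaining ATP depleted, ADP converted and read as luminescence.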
Abeta yeast res: compounds reversing amyloid beta toxicity in yeast. yeast expressing A-beta42, growth rescue, OD600, 48 h; response scale: 0% DMSO, 100% iron-clioquinol control. Potency, µM (top dose mostly 46.1 µM), for inactives: top-dose growth rescue, actives largely listed as activators. 410,000 compounds, 0.063% hits; note: potency is the fitted concentration of half-maximal effect; nearly all actives have a fitted effect of over 55% in size
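Yeast A-beta toxicity model in growth medium with pinned compounds, 48 h at 30 C; growth read as absorbance at 600 nm. Normalized to FeCl3/clioquinol equimolar mix (positive) and DMSO (negative).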
An asterisk follows results filed as active; ? = inconclusive; / = no result given; [ ] = another dose, or the depositor's remark. Unless noted, calls come from the whole dose curve; as a rule, active = well fitted curve in the direction sought with a large enough effect; inconclusive = small, poorly fitted or top-dose-only effect, or another doubt; inactive = no such curve, though single readings can be large; an effect the other way counts as inactive or inconclusive.

SMILES	PLK1 PBD block	EPAC1 antag	EPAC1 agonist	WRN helicase inh	aSyn rescue	IL-2 act	FUS suppressor	PI5P4K alpha inh	Abeta yeast res
CC(=O)c1sc(NC(=O)c2cc(=O)c3ccccc3o2)nc1C	2%	-14%	9%	-1%	1%	0.7	-24%	?	1%
O=C(CC(CC(=O)c1ccc(Br)cc1)c1cccnc1)c1ccc(Br)cc1	-2%	7%	7%	-5%	-2%	-0.3	3%	-9	1%
CN(C)c1ccc(C(=O)Nc2ccc(O)c3c(=O)cc(-c4ccccc4Cl)oc23)cc1	-14%	-6%	1%	11%	-5%	-0.3	4%	-2	-4%
COc1ccc(-c2[nH]ncc2-c2nc(C)cs2)c(O)c1	?	-1%	7%	0%	5%	-1.9	-5%	0	10%
O=C(CCNC(=O)c1ccco1)Nc1cccc(C(F)(F)F)c1	-7%	5%	3%	2%	1%	0.9	-8%	6	2%
O=c1[nH]nc(Cc2ccc(-c3ccc(Cl)cc3)o2)c2ccccc12	-8%	4%	9%	2%	1%	2.1	35%	/	25%
COc1ccc(/C=C/C(=O)Nn2cnnc2)cc1	-8%	10%	4%	?	-7%	-3.9	0%	-6	5%
N#CC(Cc1ccccc1)(Cc1ccccc1)C(=O)NN	-8%	29%	10%	10%	-5%	2.1	7%	-2	1%
O=C(N[C@H]1C/C=C\C(c2cccc(F)c2)N(Cc2ccccc2)C(=O)C1)OCC1c2ccccc2-c2ccccc21 (stereo not given in full)	-7%	-1%	-5%	-4%	4%	-0.9	13%	4	1%
CCOc1cc(C2C(C#N)=C(N)Oc3n[nH]c(CC)c32)ccc1OCCN1CCOCC1 (stereo not given)	?	-4%	2%	11%	2%	0.9	16%	-1	7%
Cc1nc(CNS(=O)(=O)c2cccnc2)cs1	-5%	-2%	11%	-1%	-3%	3.1	-4%	/	4%
CCOC(=O)C1CCN(S(=O)(=O)c2c(C)n(C)c(=O)n(C)c2=O)CC1	-5%	10%	-7%	3%	-1%	-1.8	-13%	-22	3%
CCC1CCCCN1C(=O)CCS(=O)(=O)c1ccccc1 (stereo not given)	-21%	14%	-7%	8%	0%	-2.2	-20%	-2	-5%
CC1CN(C2=NC(=O)/C(=C/c3ccncc3)S2)CC(C)O1 (stereo not given)	-11%	18%	-1%	0%	-3%	0.3	-3%	0	-6%
C/C(=N\NC(=O)c1ccc(N/N=C(\C)c2ccncc2)cc1)c1ccncc1	-10%	8%	1%	-5%	-5%	-4.2	26%	-6	7%
COc1ccccc1CCNC(=O)c1ccccc1SCC(=O)N1CCCC1	-2%	28%	-6%	13%	2%[1.84 µM]	0.4	19%	0	-5%
COc1cc2c(cc1OC)C(c1ccccc1)N(C(=O)c1ccccc1F)CC2 (stereo not given)	-3%	-23%	3%	3%	4%	-0.5	-5%	-4	-32%
CCn1c(CNC(=O)c2ccc(OC)c(OC)c2)nnc1SCC(=O)c1ccc(OC)cc1	?	8%	-4%	0%	-7%	-2.3	-4%	-3	0%
CC1CCN(C(=O)Cn2cc3c(n2)CCCC3)CC1	-1%	-5%	1%	4%	1%	-1.4	4%	1	4%
COc1ccc(-c2nc(-c3cccs3)no2)cc1	-6%	-3%	11%	-6%	-9%	-0.6	15%	20	-23%

One compound at a time, from the list above. Screens in order: PLK1 PBD block, EPAC1 antag, EPAC1 agonist, WRN helicase inh, aSyn rescue, IL-2 act, FUS suppressor, PI5P4K alpha inh, Abeta yeast res
Listed for `COc1ccccc1CCNC(=O)c1ccccc1SCC(=O)N1CCCC1` = -2%, 28%, -6%, 13%, 2%[1.84 µM], 0.4, 19%, 0, -5%
Listed for `COc1cc2c(cc1OC)C(c1ccccc1)N(C(=O)c1ccccc1F)CC2` (stereo not given) = -3%, -23%, 3%, 3%, 4%, -0.5, -5%, -4, -32%

Other compounds follow:
SMILES	PLK1 PBD block	EPAC1 antag	EPAC1 agonist	WRN helicase inh	aSyn rescue	IL-2 act	FUS suppressor	PI5P4K alpha inh	Abeta yeast res
Cc1nc(C(F)(F)F)ccc1C(=O)N1CCC1(C)C(=O)NCc1ccc(Cl)cc1 (stereo not given)	-9%	-6%	-4%	-5%	4%	0.1	-2%	-2	3%
O=C(COC(=O)C1(c2ccc(F)cc2)CCCC1)N1CCNC1=O	-3%	-29%	0%	-9%	2%	0.4	-10%	2	22%
C=CCNC(=S)Nc1cc(C)ccn1	-28%	-5%	-5%	-7%	23%	0.2	1%	-3	?
Cc1cc(NC(=O)c2ccoc2C)no1	?	0%	6%	-4%	-4%	-3.8	37%	-16	-6%
COc1ccc(S(=O)(=O)NCC(c2cccnc2)N2CCN(c3ccc(F)cc3)CC2)cc1C (stereo not given)	-4%	-16%	11%	-5%	16%	-0.4	21%	-6	3%
C/C(=N\NC(=O)c1nnn(-c2nonc2N)c1-c1ccc2c(c1)OCO2)c1cccs1	3%	-23%	5%	3%	-4%	0.5	17%	0	16%
CCCCOC(=O)C1=C(C)NC2(O)c3ccccc3C(=O)C12O (stereo not given)	-4%	8%	-1%	-1%	0%	-0.6	-16%	-7	-7%
CCN(CC)CCNC(C(=O)Nc1ccc([N+](=O)[O-])cc1Br)c1ccccc1 (stereo not given)	-2%	-8%	-3%	3%	5%	-4.3	12%	-1	6%
O=C(CCC1CCCC1)N1CCN(S(=O)(=O)Cc2ccccc2)CC1	-15%	-1%	-1%	0%	-1%	1.6	-2%	-8	15%
O=C(Nc1ccc(Cc2ccncc2)cc1)c1ccco1	-5%	22%	0%	4%	3%	0.4	23%	2	-5%
COc1ccc([C@H]2CC(=O)C=C(c3ccc4[nH]ccc4c3)C2)cc1OC	4%	0%	15%	-10%	2%	-0.5	?	-3	1%
CC1(c2ccc(OC(F)F)cc2)NC(=O)N(CC(=O)Nc2ccc(OC(F)F)cc2)C1=O (stereo not given)	7%	-24%	-7%	-7%	-9%	-1.5	12%	2	-12%
O=C(NN1C(=O)/C(=C/c2cccnc2)SC1=S)C(c1ccccc1)c1ccccc1	-15%	0%	5%	-24%	0%	5.0	34%	/	13%
Cc1cc2n(n1)C(c1sccc1C)Nc1c(C)cccc1-2 (stereo not given)	-2%	5%	14%	-9%	3%	0.7	-10%	/	3%
CC(=O)Nc1ccc(NC(=O)CSc2nc3c([nH]c4ccccc43)c(=O)n2-c2ccccc2F)cc1	-8%	1%	2%	-15%	1%	0.6	16%	5	6%
O=[N+]([O-])c1cnccc1NC1CCCCC1	-1%	8%	15%	-3%	0%	0.6	-17%	-2	8%
CC1C(=O)N2CCCc3cc(NC(=O)C(=O)NCCc4ccc(F)cc4)cc1c32 (stereo not given)	1%	1%	-1%	2%	0%	0.0	9%	-4	0%
CN(C)CCNc1nc(-c2ccco2)c2c(c1C#N)CC(C)(C)OC2	-9%	-2%	-1%	9%	-8%	-2.7	5%	/	-20%
Cc1ccc(Nc2ccc(NCc3ccccc3)nn2)cc1C	-7%	3%	9%	-1%	-2%	0.8	33%	2	-7%
COc1ccc([C@H]2CC(=O)C=C(c3ccc(Cl)c(F)c3)C2)cc1	-14%	-17%	-1%	-1%	8%	1.0	26%	0	-11%

Entries above with a Cl atom:
SMILES	PLK1 PBD block	EPAC1 antag	EPAC1 agonist	WRN helicase inh	aSyn rescue	IL-2 act	FUS suppressor	PI5P4K alpha inh	Abeta yeast res
CN(C)c1ccc(C(=O)Nc2ccc(O)c3c(=O)cc(-c4ccccc4Cl)oc23)cc1	-14%	-6%	1%	11%	-5%	-0.3	4%	-2	-4%
O=c1[nH]nc(Cc2ccc(-c3ccc(Cl)cc3)o2)c2ccccc12	-8%	4%	9%	2%	1%	2.1	35%	/	25%
Cc1nc(C(F)(F)F)ccc1C(=O)N1CCC1(C)C(=O)NCc1ccc(Cl)cc1 (stereo not given)	-9%	-6%	-4%	-5%	4%	0.1	-2%	-2	3%
COc1ccc([C@H]2CC(=O)C=C(c3ccc(Cl)c(F)c3)C2)cc1	-14%	-17%	-1%	-1%	8%	1.0	26%	0	-11%

More records.
SMILES	PLK1 PBD block	EPAC1 antag	EPAC1 agonist	WRN helicase inh	aSyn rescue	IL-2 act	FUS suppressor	PI5P4K alpha inh	Abeta yeast res
CCOC(=O)C1=C(c2ccccc2)Nc2ncnn2C1c1cccc(O)c1 (stereo not given)	-14%	-5%	11%	0%	-4%	-4.1	-14%	-2	-9%
Cn1c(N)c(C(=O)COC(=O)c2cc(C(F)(F)F)nc3ccccc23)c(=O)n(Cc2ccccc2)c1=O	-9%	-11%	1%	2%	9%	0.3	30%	15	-10%
CCOC(=O)C1=C(C)C(c2ccccc2O)NC(=O)N1 (stereo not given)	-1%	8%	-1%	-4%	4%	-1.0	9%	-4	-3%
COc1ccc(S(=O)(=O)NCc2cccnc2)cc1Br	7%	-11%	-2%	-4%	2%	1.1	-16%	-1	1%
C[C@@H]1CN([C@H](C)CO)C(=O)c2cc(Br)cnc2O[C@@H]1CN(C)C(=O)c1ccccc1	-5%	-2%	-4%	0%	-17%	0.4	-3%	4	16%
O=C(NCCN1CCOCC1)c1ccc2ccccc2c1	-8%	12%	-7%	1%	-1%	0.6	/	3	0%
CC(C)(C)OC(=O)N1CC=C2C(C#N)=C(N)C(C#N)(C#N)[C@H](c3cccnc3)[C@H]2C1	?	15%	4%	-12%	1%	0.9	/	-5	-32%

Of the compounds above, these contain bromine:
SMILES	PLK1 PBD block	EPAC1 antag	EPAC1 agonist	WRN helicase inh	aSyn rescue	IL-2 act	FUS suppressor	PI5P4K alpha inh	Abeta yeast res
O=C(CC(CC(=O)c1ccc(Br)cc1)c1cccnc1)c1ccc(Br)cc1	-2%	7%	7%	-5%	-2%	-0.3	3%	-9	1%
CCN(CC)CCNC(C(=O)Nc1ccc([N+](=O)[O-])cc1Br)c1ccccc1 (stereo not given)	-2%	-8%	-3%	3%	5%	-4.3	12%	-1	6%
COc1ccc(S(=O)(=O)NCc2cccnc2)cc1Br	7%	-11%	-2%	-4%	2%	1.1	-16%	-1	1%
C[C@@H]1CN([C@H](C)CO)C(=O)c2cc(Br)cnc2O[C@@H]1CN(C)C(=O)c1ccccc1	-5%	-2%	-4%	0%	-17%	0.4	-3%	4	16%
